# Pin1 inhibitor = qHTS Assay to Find Inhibitors of Pin1; Peptidyl-prolyl cis-trans isomerase NIMA-interacting 1 (Homo sapiens), Q13526; Pin1 FP peptide displacement, HiFluor488, 10 min; Potency, µM (top dose mostly 115 µM), for inactives: at the top dose activity, negative = inhibition, hits mostly inhibitors; actives 0.009% (n = 390,000); AID 504891, 2011; active = well fitted inhibition curve with a large enough effect in the polarisation, with a control signal flat, not every such curve was filed as active; inconclusive = small, poorly fitted or top-dose-only effect, or effect the other way, or a change in a side signal; inactive = no such curve, though single readings can be large or run the other way; the % refers to the polarisation; also: potency is read from the fitted curve at half-maximal effect; % is scaled to controls: 0 for no effect and ±100 for the full control effect
# Target sequence (Q13526 whole entry, looked up): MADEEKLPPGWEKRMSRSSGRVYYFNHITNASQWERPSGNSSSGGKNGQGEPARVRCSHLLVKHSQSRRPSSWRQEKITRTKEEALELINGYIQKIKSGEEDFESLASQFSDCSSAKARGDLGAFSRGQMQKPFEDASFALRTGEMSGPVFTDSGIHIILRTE
# HP1b chromo inh = HTS for Inhibitors of HP1-beta Chromodomain Interactions with Methylated Histone Tails; Chromobox protein homolog 1 (Homo sapiens), P83916; AlphaScreen HP1-beta / biotin-H3K9me3 peptide binding; Potency, µM (titrated, usually from 114 µM), for the others: at the highest dose activity change, negative = inhibition, usual class: inhibitors; actives 0.56% (n = 390,000); also: potency is read from the fitted curve at half-maximal effect; nearly all actives have a fitted effect of over 70% in size; inactives centre near 23
# Target sequence (P83916 whole entry, looked up): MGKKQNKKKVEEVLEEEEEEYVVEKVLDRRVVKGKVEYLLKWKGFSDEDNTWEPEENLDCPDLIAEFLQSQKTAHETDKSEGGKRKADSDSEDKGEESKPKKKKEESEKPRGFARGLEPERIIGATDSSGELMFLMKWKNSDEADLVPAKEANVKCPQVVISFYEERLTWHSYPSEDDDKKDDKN
#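 AlphaScreen: HP1-beta (50 nM) preformed 30 min with biotin-H3(1-18)K9me3 peptide (50 nM) in PBS pH 7.4, 0.01% Tween-20. Compound added for 30 min at RT, then streptavidin donor/nickel chelate acceptor beads (10 ug/mL) for 30 min.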
# GLS inhibitor = qHTS for Inhibitors of Glutaminase (GLS). GLS enzymatic activity, qHTS titration. Glutaminase kidney isoform, mitochondrial (Homo sapiens), O94925. Potency, µM (highest dose often 45.5 µM), for inactives: at the highest dose activity change, negative = inhibition, hits mostly inhibitors. actives 0.21% (n = 410,000). AID 624170, 2012; also: potency is read from the fitted curve at half-maximal effect; % is scaled to controls: 0 for no effect and ±100 for the full control effect
#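 Coupled fluorescence readout: glutamate oxidase/HRP/Amplex Red detect glutamate formed by hKGA from L-glutamine (1 mM solution added). Buffer 45 mM KH2PO4 pH 8.2, 0.02% Tween-20; reads at t0 and 30 min RT.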
# TrxR1 substrate = qHTS Assay for Substrates of Mammalian Selenoprotein Thioredoxin Reductase 1 (TrxR1): qHTS; actives 0.01% (n = 390,000); Potency, µM (series often up to 114 µM), inactives show at the top dose activity change, negative = substrate turnover; purified TrxR1 substrate turnover, NADPH consumption readout; also: potency is read from the fitted curve at half-maximal effect; % is scaled to controls: 0 for no effect and ±100 for the full control effect; nearly all actives have a fitted effect of over 50% in size
# Target sequence (O89049 whole entry, looked up): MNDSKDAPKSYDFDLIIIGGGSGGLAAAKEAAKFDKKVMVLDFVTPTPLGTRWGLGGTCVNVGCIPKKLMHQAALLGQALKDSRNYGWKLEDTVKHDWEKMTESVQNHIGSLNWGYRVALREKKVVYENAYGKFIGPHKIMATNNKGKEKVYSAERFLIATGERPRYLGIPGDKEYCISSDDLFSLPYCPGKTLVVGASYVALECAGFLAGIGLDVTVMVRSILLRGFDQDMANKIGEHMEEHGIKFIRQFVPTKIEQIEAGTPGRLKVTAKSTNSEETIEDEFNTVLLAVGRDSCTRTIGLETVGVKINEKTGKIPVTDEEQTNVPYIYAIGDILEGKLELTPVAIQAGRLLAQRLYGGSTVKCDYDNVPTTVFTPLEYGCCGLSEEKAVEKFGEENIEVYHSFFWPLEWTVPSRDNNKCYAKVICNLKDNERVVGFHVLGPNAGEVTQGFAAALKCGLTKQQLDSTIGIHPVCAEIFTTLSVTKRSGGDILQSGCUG
#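 Rat TrxR1, dispensed at 90 nM, was prereduced with 400 uM NADPH (final) for 5 min at ~22 deg C, then incubated with compound 15 min before 400 uM selenite. A first-read NADPH fluorescence drop versus no-compound background flagged substrates.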
# PI4K2A inh = qHTS for small molecular inhibitors of PI4K2A; actives 0.13% (n = 420,000); Phosphatidylinositol 4-kinase type 2-alpha (Homo sapiens), Q9BTU6; activity change, negative = inhibition, % at 76.9 µM; purified PI4K2A, ADP-Glo luminescence, 1 h; stronger effect = lower value; AID 1346378, 2018; in the data active = activity change below about -50%; inconclusive = mostly about -30% to -49%;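 also: -100% = wells without enzyme as full effect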
#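 Compounds are screened against recombinant PI4K2A using PI as substrate and ATP, the latter dispensed at 300 microM. Reactions run one hour at ambient temperature before ADP-Glo detection; full inhibition defined by wells lacking enzyme.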
# mIDH1 inhibitor = qHTS for Inhibitors of mutant isocitrate dehydrogenase 1 (IDH1): qHTS | AID 602179, 2012 | IDH1-R132H enzyme, NADPH consumption, diaphorase/resazurin fluorescence | Potency, µM (titrated, usually from 76.6 µM), inactives show top-dose activity change, negative = inhibition, hits mostly inhibitors | Isocitrate dehydrogenase [NADP] cytoplasmic (Homo sapiens), O75874 | actives 0.093% (n = 390,000); also: potency is read from the fitted curve at half-maximal effect; % is scaled to controls: 0 for no effect and ±100 for the full control effect; nearly all actives have a fitted effect of over 65% in size
#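 IDH1-R132H (0.5 ug/mL dispensed) in pH 7.5 Tris buffer was preincubated 30 min with compound, then given a substrate mix of 0.016 mM NADPH and 2 mM alpha-KG for 80 min at room temperature; remaining NADPH was read by diaphorase/resazurin fluorescence.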
# PGK inhibitor = qHTS Assay to Find Inhibitors of Phosphoglycerate Kinase. Phosphoglycerate kinase, glycosomal (Trypanosoma brucei brucei), P07378. PGK/GAPDH coupled, Kinase-Glo luminescence, 60 min. Potency, µM (doses to about 57.5 µM), without a hit: top-dose activity change, negative = inhibition, hits mostly inhibitors. actives 0.043% (n = 380,000); also: potency is read from the fitted curve at half-maximal effect; % is scaled to controls: 0 for no effect and ±100 for the full control effect; nearly all actives have a fitted effect of over 60% in size
#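 Recombinant glycosomal PGK reaction used 1,3-bisphosphoglycerate generated in-well by GAPDH (100nM final) in 100mM TEA pH 7.6, 5mM MgCl2, 0.01% Tween-20. After 60 minutes at room temperature, ATP was read by Kinase-Glo Plus luminescence end-point.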
# rTrxR1 inhibitor = qHTS Assay for Inhibitors of Mammalian Selenoprotein Thioredoxin Reductase 1 (TrxR1): qHTS; Thioredoxin reductase 1, cytoplasmic (Rattus norvegicus), O89049; recombinant rTrxR1, NADPH fluorescence consumption, selenite substrate; Potency, µM (highest dose often 114 µM), without a hit: at the top dose activity change, negative = inhibition, usual class: inhibitors; actives 1% (n = 390,000); AID 588453, 2011; also: potency is read from the fitted curve at half-maximal effect; % is scaled to controls: 0 for no effect and ±100 for the full control effect; nearly all actives have a fitted effect of over 65% in size
#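 Rat TrxR1 (90 nM in the dispensed reagent) was pre-reduced with 400 uM NADPH for 5 min at room temperature, then incubated with compound for 15 min. After 400 uM selenite was added, NADPH fluorescence (Ex 340/Em 450 nm) was followed for 8 min.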
# USP1 inh = Inhibitors of USP1/UAF1: Primary Screen; Ubiquitin carboxyl-terminal hydrolase 1 (Homo sapiens), O94782; recombinant USP1/UAF1, Ub-Rhodamine cleavage fluorescence; Potency, µM (series often up to 57.1 µM), inactives show at the highest dose activity change, negative = inhibition, usual class: inhibitors; actives 0.23% (n = 390,000); AID 743255, 2014; also: potency is read from the fitted curve at half-maximal effect; % is scaled to controls: 0 for no effect and ±100 for the full control effect; nearly all actives have a fitted effect of over 60% in size; inactives centre near -12
#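 USP1/UAF1 complex (1 nM) preincubated 15 min at room temperature with compound, then Ub-Rho substrate (150 nM final) added. Kinetic fluorescence at 480/540 nm over 6 reads at 60 s intervals; 50 mM HEPES pH 7.8, 0.5 mM EDTA, 0.1 mg/ml BSA, 1 mM TCEP, 0.01% Tween-20.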
# Active calls of the source: *; i = inactive; ? = inconclusive; & = joins results of further samples; [ ] = another dose, or the depositor's remark. Unless noted, calls follow the shape of the dose curve; as a rule, active = well fitted curve in the direction sought with a large enough effect; inconclusive = small, poorly fitted or top-dose-only effect, or another doubt; inactive = no such curve, though single readings can be large; an effect the other way counts as inactive or inconclusive. These rows are one share of the data; rates above refer to the full screens.
SMILES,Pin1 inhibitor,HP1b chromo inh,GLS inhibitor,TrxR1 substrate,PI4K2A inh,mIDH1 inhibitor,PGK inhibitor,rTrxR1 inhibitor,USP1 inh
S=C1NCCOCCNC(=S)NCCOCCOCCOCCN1,-1%,40%[activator],2%,-5%,-4,4%,-3%,-16%,3%
Cc1ccccc1NC(=O)CCN1CCN(CCO)CC1,-4%,13%,6%,11%[57.1 µM],-2,0%,-8%,14%[57.1 µM],-11%
Cc1ccc(N(CC(O)CN2CCOCC2)S(=O)(=O)c2ccc3ccccc3c2)cc1 (centres undefined),3%,5%,2%,-7%[57.1 µM],-11,4%,i,8%[57.1 µM],-21%
CCN(CC)S(=O)(=O)c1cccc(C(=O)N/N=C/c2ccc(OC)c(O)c2)c1,2%,15%,23%,-15%,0,1%,-7%,?,3%
Cc1cc(C)nc(SCc2ccccc2C#N)n1,3%,51%[activator],3%,-8%,1,1%,9%,-8%,-4%
CCOC(=O)CN(C(=O)CSc1nnc(CNc2ccc(F)cc2)n1CC)c1ccc(F)cc1,-3%,17%,25%,-3%,3,-2%,-2%,-1%,2%
Cc1onc(-c2ccccc2Cl)c1C(=O)N1CCCCC1C (centres undefined),-9%,-19%,-24%,11%,-2,7%,-8%,38%[activator],-10%
N/C(=N\c1nc2ccccc2o1)NC(=O)c1ccc(Cl)cc1,-4%,49%[activator],0%,3%,-5,0%,-3%,21%,-10%
CC(C)c1[nH]nc2c1C(C1C=CCCC1)C(C#N)=C(N)O2 (centres undefined),1%,20%,32%[activator],-3%,2,-9%,-2%,4%,-19%
O=C(Nc1ccc(C(=O)OCc2cc(=O)n3c4c(sc3n2)CCCC4)cc1)c1cccc(F)c1,20%,-2%,-10%,7%[57.1 µM],7,-11%,-3%,28%[57.1 µM],?
CCOc1ccc(-n2c(-c3ccccc3)nnc2-c2ccccc2)cc1,-1%,2%,3%,21%,-1,2%,-7%,42%[activator],-26%
CCOc1ccc(-n2cc(C(=O)Nc3ccc(Cl)cn3)c3cc(OC)c(OC)cc3c2=O)cc1,0%,30%,0%,-3%,2,0%,-1%,-10%,-17%
Oc1ccc(-c2cccc(-c3ccc(O)cc3)c2)cc1,1%,18%,20%,1%,-8,-3%,9%,7%,-17%
COc1cc(C(=O)NNc2nc3cc4c(cc3s2)OCO4)cc(OC)c1OC,5%,43%[activator],-2%,4%[57.1 µM],-4,15%,0%,-4%[57.1 µM],-6%
Cc1cccc(OCc2n[nH]c(=S)o2)c1C,9%,50%[activator],4%,2%,-3,4%,i,?,-22%
COc1ccc(C(=O)NNC2CC(=O)N(Cc3ccccc3)C2=O)cc1OC (centres undefined),7%,29%,38%[activator],-2%,-2,-6%,-2%,4%,-2%
CCc1ccccc1NCc1nnc2n1CCCCC2,3%,23%[57 µM],51%[activator],0%[57.1 µM],-1,10%,-1%,6%[57.1 µM],-31%
Cc1oc(-c2ccc3ccccc3c2)nc1CN(C)C(C)c1ccncn1 (centres undefined),9%,-6%,14%,3%[57.1 µM],3,-2%,-6%,-5%[57.1 µM],-22%
Cc1ccc2c(NC(=O)C3CC3)cccc2n1,1%,37%,1%,9%[57.1 µM],-3,10%,-7%,16%[57.1 µM],-26%
CC(C)(C)c1ccc(Oc2nc3ccccn3c(=O)c2/C=C(\C#N)c2nc3ccccc3s2)cc1,-14%,62%[activator],-18%,30%,3,20%,-8%,34%[activator],-17%
O=C(N/N=C/CCc1ccccc1)c1ccccc1,5%,37%,5%,4%,10,4%,-9%,14%,-4%
CCOC(=O)c1cc(CC)sc1NC(=O)c1cc(OCC)c(OCC)c(OCC)c1,-3%,41%[activator],6%,267%[activator],-9,9%,-5%,204%[activator],-2%
O=C(N/N=C/c1cccc(O)c1)c1ccc(NC(=O)c2cccc([N+](=O)[O-])c2)cc1,?,14%,2%,-4%,-1,10%,6%,11%,-1%
S=C(NCc1ccc(Cl)cc1)NC12CC3CC(CC(C3)C1)C2,1%,19%,9%,-6%,-1,2%,11%,-21%,-20%
O=C(OCC(=O)c1cccs1)c1cccc(C(=O)OCC(=O)c2cccs2)n1,13%,20%,-11%,1%,-7,-2%,-3%,13%,-10%
O=C(Nc1cccc(C(F)(F)F)c1)Nc1ccc(N2CCCC2)c(S(=O)(=O)Nc2ccccc2Cl)c1,38%[activator],17%,11%,-2%[57.1 µM],2,2%,-2%,29%[57.1 µM],-20%
CCOC(=O)C1CCN(C(=O)c2cc3cc4ccc(C)cc4nc3o2)CC1,1%,39%[activator],2%,8%,-5,-2%,-7%,-2%,-20%
Cc1c(C(=O)Nc2ccccc2F)sc2ncn(CC(=O)N3CCCCC3)c(=O)c12,3%,26%,0%,2%,1,3%,-9%,-7%,-14%
Cc1nc(C(=O)NCc2ccccc2)sc1C1(C)CC(c2ccccc2)=NO1 (centres undefined),9%,22%,1%,0%,3,-14%[38.3 µM],-3%,19%,-21%
CC(=O)N1CCN(C(=O)c2cc(S(=O)(=O)NCc3ccccc3)ccc2C)CC1,0%,27%,-5%,-1%,2,6%,4%,-7%,4%
COc1ccc(C=O)cc1Cn1ccnc1C,1%,13%,0%,7%[57.1 µM],1,0%,6%,10%[57.1 µM],-17%
O=C(O)Cc1sc(-c2ccccc2)nc1-c1cccs1,-1%,68%[activator],0%,19%,4,1%,-1%,-8%,-21%
CCOc1ccc(CCNC(=O)c2ccc3nc(CC)c(CC)nc3c2)cc1,4%&3%,17%&14%,3%&-15%,2%&-7%[57.1 µM],-1&3,-3%&-18%,3%&8%,3%&-2%[57.1 µM],?
CCCCN(CC)CCNC(=O)c1cn(-c2ccc(Cl)cc2)c(=O)c2ccccc12,-2%,15%,-10%,8%[57.1 µM],-1,4%,-3%,12%,-5%
CCOc1ccc(CNS(=O)(=O)c2c(C(=O)N3CCC(C)CC3)c(C)n(C)c2C)cc1OC,-11%,6%,4%,10%[57.1 µM],2,22%,-8%,16%[57.1 µM],-19%
C=CCn1c(NC)cc(=O)n(C)c1=O,-3%,3%,9%,9%,2,-5%,-5%,18%,-15%
CCN1CCN(S(=O)(=O)c2ccc(Cl)c(C(=O)N(CCc3ccccc3)Cc3ccccc3)c2)CC1,1%,5%,-6%,-4%,2,0%,-6%,28%,-16%
O=C(NCCOc1ccccc1F)c1cc(F)c(F)cc1Cl,-7%,32%,-12%,1%[11.4 µM],1,10%,-2%,13%[11.4 µM],-14%
CCNC(=O)CN(CCc1ccccc1)S(=O)(=O)c1ccc(OC)cc1,0%,11%,16%,9%,-4,-2%,4%,24%,-3%
Cc1ccc(NC(=O)Cn2c(=O)n(Cc3nc(-c4ccccc4)no3)c(=O)c3ccccc32)c(C)c1,0%,18%,2%,3%,1,-1%,i,19%,-21%
CCC1S/C(=N/N=C/c2ccco2)N(c2ccc(F)cc2)C1=O (centres undefined),1%,37%,-5%,-12%,5,1%,-6%,-20%,-1%
O=C(C1CCCN(S(=O)(=O)c2cccc3nonc23)C1)N1CCN(c2cccc(C(F)(F)F)c2)CC1 (centres undefined),45%[activator],-1%,6%,0%,0,10%,9%,6%,-4%
COc1ccc(C(=O)N(Cc2cccs2)C2CCS(=O)(=O)C2)cc1 (centres undefined),4%,25%,-1%,12%[0.0914 µM],3,7%,9%,12%[57.1 µM],-11%
Clc1cccc(CN2CCCCCC2)c1,-5%,-37%,14%,-5%,-5,-2%,-9%,19%,-15%
O=C(Nc1cc(Cl)cc(Cl)c1)c1ccc2c(c1)N(Cc1cccc(Cl)c1)C(=O)c1ccccc1S2=O (centres undefined),3%,69%[activator],-3%,3%[57.1 µM],-3,5%,-2%,17%[57.1 µM],-10%
CSc1nc2c(c(=O)[nH]c(=O)n2C)n1Cc1ccc(Cl)cc1,0%,?,18%,6%[57.1 µM],0,5%,6%,-12%[57.1 µM],-3%
CCOC(=O)CSc1nc2c(c(=O)[nH]c(=O)n2C)n1CCCc1ccccc1,0%,54%[activator],3%,8%[57.1 µM],6,6%,i,4%[57.1 µM],-6%
Cc1c(C(=O)N2CCN(C)CC2)oc2c1C(=O)CC(C)(C)C2,1%,26%,5%,8%,-1,2%,-1%,9%,-9%
